OX1R antag-1 = blocks the human orexin 1 receptor. O43613. OX1R-expressing cells, FRET antagonist read-out. inhibition, % at 6.6 µM. 1.8% of 330,000 active. AID 485270; in the data active means inhibition mostly above about 38%, no sharp cut-off; inactive means mostly below about 40%;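 further: 0% = agonist challenge alone and 100% = reference antagonist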
Target sequence (O43613 whole entry, looked up): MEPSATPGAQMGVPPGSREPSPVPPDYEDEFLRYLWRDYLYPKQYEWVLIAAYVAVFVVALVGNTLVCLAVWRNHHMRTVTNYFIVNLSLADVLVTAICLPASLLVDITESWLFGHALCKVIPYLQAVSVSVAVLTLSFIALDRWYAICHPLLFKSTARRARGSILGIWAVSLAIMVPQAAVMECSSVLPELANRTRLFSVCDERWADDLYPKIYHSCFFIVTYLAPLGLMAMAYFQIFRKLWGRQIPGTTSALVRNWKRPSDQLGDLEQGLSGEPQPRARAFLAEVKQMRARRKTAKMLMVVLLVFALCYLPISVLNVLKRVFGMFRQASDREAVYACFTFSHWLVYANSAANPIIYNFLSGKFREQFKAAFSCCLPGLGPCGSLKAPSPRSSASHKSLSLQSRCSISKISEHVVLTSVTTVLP
OX1R antag-2 = antagonists of human orexin 1 receptor; CHO/OX1R cells, Fluo-8 calcium fluorescence, orexin A; inhibition, % at 5 µM; 0.43% of 330,000 active; AID 434989;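 active means inhibition above its plate's threshold, mean inhibition of all tested compounds on the plate plus 3 SD, cut at about 37% in these data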;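 further: 0% = orexin A challenge wells and 100% = SB-334867-A antagonist wells; not every result past the cut was called active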
Active calls of the source: *.

The line under a structure holds: OX1R antag-1	OX1R antag-2
- CCOc1ccc(OCc2ccc(C(=O)N/N=C(\C)c3ccccn3)cc2)cc1
  18	-24
- COc1ccc(CNc2ncc(-c3ccc(F)cc3)n2C)cc1OC
  3	-13
- CCN(c1ccccc1)S(=O)(=O)c1ccc(NC(=O)C(C)(C)C)cc1
  8	-7
- c1ccc(-c2noc(CN3CCN(c4cnccn4)CC3)n2)cc1
  22	2
- COc1ccc(S(=O)(=O)NC2CC2)cc1-n1cnnn1
  19	-16
- COC(=O)/C(N=Nc1cccc(C(F)(F)F)c1)=C(\C)O
  8	-16
- CC(=O)c1ccc(NC(=O)C(C)N(C)CC(=O)Nc2ccccc2Cl)cc1 (configuration not stated)
  0	-21
- O=C1NC(=S)S/C1=C/c1ccc(OC(=O)c2ccco2)cc1
  52	-4
- COc1ccc2c(c1)-c1ccccc1S(=O)(=O)N(C)C2
  4	12
- COC(=O)Cc1[nH]nc2c1C(c1cc(OC)c(OC)c(OC)c1)C(C#N)=C(N)O2 (configuration not stated)
  8	-5
- COc1ccc(C2=NOC(Cn3nc(C(=O)NCc4cccc(C(F)(F)F)c4)cc3-c3ccccc3)C2)cc1 (configuration not stated)
  24	1
- O=C(CCc1ccc(S(=O)(=O)N2CCCCC2)cc1)c1nnc(-c2ccccc2)o1
  0	-11
- Nc1ccc2c(C(F)(F)F)cc(=O)oc2c1
  15	-9
- Cc1ccc(CN(c2ccc(C(=O)NCc3ccccn3)cc2)S(C)(=O)=O)cc1
  20	-6
- CC(C)c1nc2sc3c(SCC(=O)NCc4ccco4)ncnc3c2c2c1CCC2
  16	-10
- O=C(OCc1nc2ccc(Cl)cc2n1CCO)c1ccccc1C(=O)c1ccccc1
  65	10
- COc1ccc(OC)c(C2CC(=O)NC(SC)=C2C#N)c1 (configuration not stated)
  11	-12
- COC(=O)c1c(N2C(=O)CC(Sc3ccccc3C(=O)O)C2=O)sc2c1CCCC2 (configuration not stated)
  6	-19
- CCN(CC)C(=O)[C@H]1C[C@H](CC(=O)NCCN2CCOCC2)C(=O)N2CCc3c([nH]c4cc(CCC(=O)N(C)C)ccc34)[C@]12C
  1	9
- Cc1cc(NC(=O)Cn2nc(-c3ccccc3F)ccc2=O)ccc1-n1cnnn1
  3	7
- COc1cccc(CN2CC(C(=O)NCc3cnn(C)c3)CCC2=O)c1 (configuration not stated)
  7	-11
- Cc1cccc(NNC(N)=S)c1C
  26	-14
- COc1cc(C2Nc3ccccc3NC3=C2C(=O)CC(C)(C)C3)cc(OC)c1OC(C)=O (configuration not stated)
  23	-1
- CCCNC(=O)C12CCC(C)(c3nc4cc(C)c(C)cc4nc31)C2(C)C (configuration not stated)
  21	-28
- COc1ccc2ccc(O)c(CN(C)CC(=O)Nc3ccccc3C(F)(F)F)c2c1
  10	5
- COc1ccc(CCNS(=O)(=O)c2cccc([N+](=O)[O-])c2)cc1OC
  15	2
- COc1cc(C)c(C(=O)Oc2cc(C)c(C(=O)O)c(O)c2C)c(O)c1C(=O)O
  11	-4
- CCC1CCCCN1CCCNC(=O)Cn1ncc2c([nH]c3ccc(C)cc32)c1=O (configuration not stated)
  10	-8
- COCCN(Cc1ccccc1)C(=O)c1ccc2c(c1)NC(=O)CS2
  13	-23
- CCCN(CC(=O)Nc1ccccc1C)C(=O)CCCOc1ccc(Br)cc1
  4	-2
- COc1ccc(Cn2c(O)c(C=Nc3ccc(C)cc3)c3ccccc3c2=O)cc1
  -7	-20
- O=C(NN1CCOCC1)c1cccc(Br)c1
  5	-1
- Cc1ccc2c(c1)-c1c(ssc1=S)C(C)(C)N2C(=O)c1ccco1
  14	-3
- O=C(CCSc1nc2cc(Cl)ccc2o1)N1CCOCC1
  8	-4
- CCN(CC)C(=O)c1[nH]cnc1C(=O)N[C@@H](Cc1ccccc1)C(=O)OC(C)(C)C
  18	-9
- Cc1ccc(-c2c(C#N)c(N)nc3c2CCCCCC3)o1
  -3	-20
- CCCCOc1c(Br)cc(/C=C2\N=C(C)OC2=O)cc1OCC
  5	-15
- CCc1ccc2c(c1)cc(CN(C(=S)Nc1ccc(Cl)cc1)C1CC1)c1nnnn12
  3	-6
- O=C(CCCN1C(=O)C2CCCCN2C1=O)N1CCN(c2ccc([N+](=O)[O-])cc2)CC1 (configuration not stated)
  79*	-11
- O=c1n(Cc2ccc(Cl)cc2)c2sc3c(c2c2ncnn12)CCCC3
  9	-34
- CCOc1ccc(N2C(=O)/C(=C/c3ccc(C)o3)N(C)C2=S)cc1
  14	-12
- COc1cccc(CN(Cc2ccccc2F)S(=O)(=O)c2ccc(S(=O)(=O)NCc3ccccc3)cc2)c1
  31	5
- COc1ccc2nc3oc(C(=O)N4CCN(c5cccc(C(F)(F)F)c5)CC4)cc3cc2c1
  6	-6
- Cc1nn2c(-c3ccc(S(=O)(=O)N4CCN(C)CC4)o3)nnc2c2ccccc12
  10	-23
- CCC(c1nnnn1Cc1ccc(F)cc1)N1CCN(C2CCCCC2)CC1 (configuration not stated)
  36	-3

Ordered by length of the SMILES (descending): some entries from above
The line under a structure holds: OX1R antag-1	OX1R antag-2
- Cc1nn2c(-c3ccc(S(=O)(=O)N4CCN(C)CC4)o3)nnc2c2ccccc12
  10	-23
- O=c1n(Cc2ccc(Cl)cc2)c2sc3c(c2c2ncnn12)CCCC3
  9	-34
- O=C(NN1CCOCC1)c1cccc(Br)c1
  5	-1

Following part
The line under a structure holds: OX1R antag-1	OX1R antag-2
- Cc1cc(N(C)Cc2ccccc2)nc2cc(O)ccc12
  -9	16
- Cc1cc(C)c(S(=O)(=O)NCCCn2ccnc2)c(C)c1
  10	-13
- COCCCN1CN=C(Nc2nc3ccccc3o2)NC1
  19	-4
- CCOC(=O)Cn1nnnc1C
  3	-4
- CC1(C)CC(=O)C(C=NCCN2CCN(CCc3ccccc3)CC2)=C(O)C1
  14	-20
- COC(=O)C1=C(C)NC(=O)/C1=C\c1cc(C)n(-c2cc(C)cc(C)c2)c1C
  31	-11
- Cc1ccc(CNC(=O)c2ccc(S(=O)(=O)N(C)C)cc2)n1C
  1	-4
- Cc1cccc(C)c1OC(=O)CN1C(=O)c2ccccc2C1=O
  5	-20
- Cc1ccc(O)c(-c2cc(C(=O)NCc3ccc4c(c3)OCO4)[nH]n2)c1
  15	-3
- Cn1c2ccccc2c2cnn(CC(=O)Nc3cccc(F)c3)c(=O)c21
  8	-10
- CN(CC1CCN(CCc2cccc(C(F)(F)F)c2)CC1)C(=O)c1ccccc1
  -2	-29
- CCn1nc(C)c(CNC(=O)c2cc(COc3ccccc3SC)on2)c1C
  19	-22
- CC(C)Cc1ccc(S(=O)(=O)N2CCN(c3ccccn3)CC2)cc1
  3	-6
- Cc1cccc(N(CC(=O)NCCc2ccccc2)C(=O)CCC(=O)Nc2ccccn2)c1C
  20	-39
- CN(c1ccccc1)c1ccc(/C=C(\C#N)c2nnc3n2CCCCC3)cc1[N+](=O)[O-]
  15	-14
- OC(COC(c1ccc(F)cc1)c1ccc(F)cc1)CN1CCCC1 (configuration not stated)
  0	-36
- Cc1ccc(NC(=O)c2ccccc2OCC(=O)Nc2cccc(Cl)c2C)nc1
  31	8
- CCOC(=O)N1CCN(Cc2nc3c(c(=O)n(C)c(=O)n3C)n2Cc2ccccc2)CC1
  11	-20
- O=C(Nc1ccccc1)N1CCCN(Cc2ccccc2F)C1
  3	-20
- O=C(NCCN1CCOCC1)c1c(O)nc2ccccn2c1=O
  7	5
- COC(=O)[C@@H](N)CS
  14	15
- CN(CC(=O)Nc1cccc(F)c1)C(=O)CCC1CCCCC1
  17	-20
- O=C(CSc1ccsc1[N+](=O)[O-])N1CCCCCC1
  34	-10
- Cc1c(C(=O)N2CCC(N3CCSCC3)CC2)oc2c(F)cccc12
  15	-2
- CC1CCCN(C(=O)c2ccc3c(c2)OCCO3)C1 (configuration not stated)
  8	3
- O=C(Nc1ccccc1F)C1CCN(C(=O)NC2CCCCC2)CC1
  32	-11
- COCCN(C(=O)COC(=O)c1ccc(C)s1)c1c(N)n(Cc2ccccc2)c(=O)[nH]c1=O
  12	-14
- Cc1cc(NC(=O)c2cc(-c3ccc(OC(C)C)cc3)nc3ccccc23)no1
  13	-32
- CCCOc1ccc(NC(=O)C2OC3OC(C)(C)OC3C3OC(C)(C)OC23)cc1 (configuration not stated)
  25	-2
- Cc1cc(SCC(=O)NC(=O)NCc2ccco2)nc2c(C)cccc12
  13	-42
- COc1ccc(CNC(=O)C2CCCN(S(=O)(=O)c3cc(C)ccc3OC)C2)cc1 (configuration not stated)
  14	-30
- COc1cccc(C(c2sc3ncnn3c2O)N2CCN(C(=O)c3ccco3)CC2)c1 (configuration not stated)
  -2	0
- COc1cccc(C(=O)NCc2ccc3c(c2)OCO3)c1
  10	-13
- CCCCNS(=O)(=O)CCNCc1ccco1
  8	-14
- COc1ccc(NC(=O)CN(C)C(=O)CSc2ccc(Br)cc2)cc1
  8	-17
- COc1ccc(OCC(O)CNC(=O)c2ccc(OC)cc2)cc1 (configuration not stated)
  13	-15
- CCCCN(Cc1ccccc1)S(=O)(=O)c1ccc2[nH]c(=O)oc2c1
  25	5
- COc1ccc(-c2csc(N3C(=O)CNC3=S)n2)cc1
  18	5
- CCOC(=O)c1cn(Cc2ccccc2)c2cc(C)nn2c1=O
  15	-24
- COc1cc2ccccc2cc1C(=O)NC1CCC(C)CC1 (configuration not stated)
  10	11
- COc1cc(NC(=O)c2ccc(Br)o2)ccc1NC(=O)c1ccccc1Cl
  10	-21
- Cc1ccc(S(=O)(=O)N(C)C)cc1NC(=O)CSc1ccc2c(c1)OCCO2
  5	-20
- COCc1ccc(C(=O)N2CCC(CCC(=O)Nc3cccc(C)c3)CC2)s1
  45	-23
- N/C(=N\OC(=O)Cc1ccc(-c2ccccc2)cc1)c1ccccn1
  28	2
- Oc1c(Br)cc(Br)cc1/C=N/Nc1ccc(Cl)nn1
  -2	-6
- CCc1ccc(NC(=O)c2ccc3c(c2)C(=O)N(CCOC)C3Nc2ccc(CC)cc2)cc1 (configuration not stated)
  8	-33
- O=S(=O)(Oc1ccc(C(=S)N2CCOCC2)cc1)c1ccc(Cl)cc1
  13	1
- COc1ccc(N(CC(=O)Nc2ccc(F)cc2F)S(=O)(=O)c2c(C)nn(C)c2C)cc1
  16	-11
- CC1CCCCN1CCCNC(=O)c1ccc(Br)cc1 (configuration not stated)
  8	-21
- COc1cc(/C=N/N=C(/N)c2nonc2N)cc(Br)c1OCc1ccccc1C
  18	-8
- CCOC(=O)c1c(-c2ccc(OCC)cc2)csc1NC(=O)CCN1C(=O)c2ccccc2C1=O
  13	-22
- N#CCSc1nc2ccccc2c(=O)n1CCCC(=O)NCC1CCCO1 (configuration not stated)
  19	-14
- Cc1cccc(-n2c(C)nc3ccsc3c2=O)c1
  4	-5
- CC1CN(S(=O)(=O)c2cccc(C(=O)Nc3cc(Cl)ccc3N3CCOCC3)c2)CC(C)O1 (configuration not stated)
  -1	-19
- Cc1cc(C)c2nc3c(c(C(=O)O)c2c1)CCC3
  4	-12
- CCCn1c2ccc(F)cc2c2nnc(SCCN3CCCCC3)nc21
  12	-34
- Cc1ccc(C)n1-n1cnc2scc(-c3cccs3)c2c1=O
  26	-5
- Cc1ccc(S(=O)(=O)N2CCN(C(=O)CCCOc3cccc(C)c3)CC2)cc1
  6	-18
- NS(=O)(=O)c1ccc(NC(=O)COC(=O)CCC2CCCC2)cc1
  20	-9
- Cc1cc(C(=O)CN2CCCCC2)c(C)n1-c1ccc(F)cc1
  9	-18

In the list so far, these have a COOH group:
The line under a structure holds: OX1R antag-1	OX1R antag-2
- COC(=O)c1c(N2C(=O)CC(Sc3ccccc3C(=O)O)C2=O)sc2c1CCCC2 (configuration not stated)
  6	-19
- COc1cc(C)c(C(=O)Oc2cc(C)c(C(=O)O)c(O)c2C)c(O)c1C(=O)O
  11	-4
- Cc1cc(C)c2nc3c(c(C(=O)O)c2c1)CCC3
  4	-12

Later entries.
The line under a structure holds: OX1R antag-1	OX1R antag-2
- CC1=C(C(=O)Nc2ccc(CC(=O)NCc3ccc(OC(C)C)cc3)cc2)SCCO1
  3	-22
- O=C(Nc1ccccc1N1CCN(c2ccc(F)cc2)CC1)c1ccccc1
  23	-56
- O=C(c1cccc(S(=O)(=O)N2CCOCC2)c1)N1CCOCC1
  4	2
- Cc1c(Cl)cccc1NC(=O)CNC(=O)C1CC(=O)N(C2CCCC2)C1 (configuration not stated)
  13	13
- O=C(Nc1ccc(Cl)cc1C(=O)Nc1ccc(Br)cn1)c1ccco1
  21	-38
- N#CCCN(Cc1cccnc1)S(=O)(=O)c1ccc(S(=O)(=O)NC2CCCCC2)cc1
  11	-14
- Cc1ccc(C(=O)NCCc2ccc(S(N)(=O)=O)cc2)o1
  27	-30
- COc1ccc2[nH]c(=O)c(CNc3ccccc3)cc2c1
  76	-15
- O=C(O)CCC(=O)N(Cc1ccco1)C1CC(=O)N(c2ccccc2)C1=O (configuration not stated)
  12	-13
- Cc1ccc(OCC(=O)Nc2ccc3c(c2)C(=O)NC3=O)c(C)c1
  37	-5
- Cc1ccc(C(=O)N/C(=C\c2ccc(-c3ccccc3[N+](=O)[O-])o2)C(=O)NCCN(C)C)cc1
  14	-11
- CC1(c2nnc(-c3cccc(Cl)c3)o2)CC(c2ccc(C#N)cc2)=NO1 (configuration not stated)
  17	-11
- O=C(Nc1cccc2ncccc12)c1ccco1
  16	-11
- CCN1CCC(=NNC(=O)CC23CC4CC(CC(C4)C2)C3)CC1
  19	-36
- O=C(N/N=C/c1cccs1)c1ccc2ccccc2c1
  33	-24
- Cc1cc(C)nc(NC(=O)NS(=O)(=O)Nc2ccc(Br)cn2)n1
  22	-12
- Nn1c(SCC(=O)N2CCCc3ccccc32)nncc1=O
  -2	-20
- O=C(/C=C/c1ccccc1)Nc1nc(-c2ccncc2)cs1
  25	-18
- CCOC(=O)Nc1ccc2c(c1)N(C(=O)CN1CCN(C)CC1)c1ccccc1CC2
  7	-8
